TRPV1 ag: human TRPV1 agonism; 0.19% of 320,000 active; Q8NER1; activation, % at 8.33 µM; TRPV1-expressing cells, Fluo-8 calcium influx, agonist mode; in the data active means activation above about 80%; inconclusive means between about 30% and that limit; further: 0% is about no effect
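Cells expressing TRPV1 were dye-loaded with Fluo-8 and read kinetically: 10 s baseline, 3 min after compound (agonist portion), then 2 min after EC20 capsaicin (allosteric enhancer portion). Calcium-bound dye fluorescence at 480/520 nm.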
USP2a inh: inhibitors of human ubiquitin-specific protease USP2a; O75604; 0.01% of 330,000 active; Potency, µM (titrated, usually from 38.3 µM), for inactives: top-dose activity change, negative = inhibition, actives largely listed as inhibitors; USP2 core, Ub-CHOP2 coupled fluorogenic reporter, 485/531;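 further: potency means the concentration at half of the fitted maximal effect; plate controls were DMSO wells for no effect and full inhibition by NEM control for full effect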
Target sequence (O75604 whole entry, looked up): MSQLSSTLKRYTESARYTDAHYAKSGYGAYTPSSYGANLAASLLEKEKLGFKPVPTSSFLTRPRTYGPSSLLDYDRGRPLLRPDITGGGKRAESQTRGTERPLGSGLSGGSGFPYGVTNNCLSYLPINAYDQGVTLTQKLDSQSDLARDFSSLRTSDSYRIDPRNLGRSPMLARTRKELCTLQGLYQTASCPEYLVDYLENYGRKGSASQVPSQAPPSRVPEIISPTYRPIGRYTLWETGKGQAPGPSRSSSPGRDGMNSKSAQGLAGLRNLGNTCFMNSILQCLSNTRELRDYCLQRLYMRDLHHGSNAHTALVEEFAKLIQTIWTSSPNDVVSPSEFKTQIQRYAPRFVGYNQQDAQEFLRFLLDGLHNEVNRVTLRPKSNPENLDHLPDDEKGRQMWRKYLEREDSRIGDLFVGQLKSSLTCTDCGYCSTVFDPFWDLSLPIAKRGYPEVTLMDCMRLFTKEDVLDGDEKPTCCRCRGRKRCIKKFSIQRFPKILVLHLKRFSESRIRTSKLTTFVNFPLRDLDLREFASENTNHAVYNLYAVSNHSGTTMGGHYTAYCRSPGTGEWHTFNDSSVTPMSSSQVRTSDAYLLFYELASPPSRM
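Cell-free coupled assay: 10nM USP2 core preincubated 30min RT with compound in Tris-HCl pH 8.0/CaCl2/CHAPS buffer, then 25nM Ub-CHOP2 and 25nM reporter substrate; fluorescence (Ex 485/Em 531) read after 60min RT, normalized to NEM inhibition, concentration-response curves fitted.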
GALK inhibitor: inhibitors of human galactokinase. P51570. Potency, µM (top dose mostly 57.5 µM), for inactives: at the highest dose activity change, negative = inhibition, actives largely listed as inhibitors. AID 1868. Purified GALK, Kinase-Glo residual ATP luminescence. 0.007% of 270,000 active; further: potency means the concentration at half of the fitted maximal effect; on the % scale 0 is the no-effect control and ±100 the full control effect
Target sequence (P51570 whole entry, looked up): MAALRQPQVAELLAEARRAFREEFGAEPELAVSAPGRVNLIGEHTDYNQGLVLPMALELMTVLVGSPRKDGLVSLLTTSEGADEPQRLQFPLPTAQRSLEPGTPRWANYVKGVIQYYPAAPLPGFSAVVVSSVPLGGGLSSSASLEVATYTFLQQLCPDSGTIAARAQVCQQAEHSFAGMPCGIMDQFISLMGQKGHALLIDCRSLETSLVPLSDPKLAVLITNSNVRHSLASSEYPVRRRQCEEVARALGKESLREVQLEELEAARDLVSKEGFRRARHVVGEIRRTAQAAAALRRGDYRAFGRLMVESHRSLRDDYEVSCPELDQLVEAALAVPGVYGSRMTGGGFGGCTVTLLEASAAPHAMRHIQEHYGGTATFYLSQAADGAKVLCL
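Galactose (100 uM) and ATP (35 uM) were turned over by 5 nM GALK for 1 h at RT. Kinase-Glo Plus then converted the remaining ATP into a luminescent signal.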
MLL CXXC-DNA inh: blocks binding of human MLL CXXC domain to DNA; Q03164; Potency, µM (top dose mostly 115 µM), for inactives: at the top dose activity change, negative = inhibition, most hits filed as inhibitors; 0.037% of 290,000 active; AID 2662; MLL-CXXC / FITC-HOXA9 DNA fluorescence polarization; active means well fitted inhibition curve with a large enough effect in the polarisation, with a control signal flat, not every such curve was filed as active; inconclusive means small, poorly fitted or top-dose-only effect, or effect the other way, or a change in a side signal; inactive means no such curve, though single readings can be large or run the other way; the % refers to the polarisation; further: potency means the concentration at half of the fitted maximal effect
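Purified MLL-CXXC (added from a 7 uM solution) was preincubated 5 min at ambient with pinned compounds in 50 mM Tris-HCl pH 7.5, 50 mM NaCl, 1 mM DTT, 0.05% BSA. Fluorescein-labeled HOX-A9 DNA (50 nM solution) followed, 30 min, then polarization read.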
Menin-MLL TR inh: inhibitors of human menin-MLL interaction, mutant MLL peptide; O00255; Menin + Texas Red MLL mutant peptide, fluorescence polarization; Potency, µM (highest dose often 61.6 µM), for the others: at the top dose FP activity change, negative = inhibition, hits mostly inhibitors; 0.23% of 270,000 active; active means well fitted inhibition curve with a large enough effect in the polarisation, with a control signal flat, not every such curve was filed as active; inconclusive means small, poorly fitted or top-dose-only effect, or effect the other way, or a change in a side signal; inactive means no such curve, though single readings can be large or run the other way; the % refers to the polarisation; further: potency means the concentration at half of the fitted maximal effect; % of control where 0% means no effect; many of its hits are not listed in these tables
Giardia killer: kills Giardia lamblia; 0.15% of 340,000 active; activity change, % at 7.66 µM, hits read low; Giardia lamblia trophozoite viability; in the data active means activity change below about -80%; inconclusive means between about -30% and that limit;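 further: parasites exposed to compound for two days anaerobically before the ATP read; on the % scale 0 is the no-effect control and ±100 the full control effect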
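ATP-content bioluminescence gauges trophozoite survival. Cells (100/well) receive compound and incubate anaerobically for 48 hrs at 37 deg C; detection reagent follows for 15-30 min at room temperature.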
KCNH2 3.1 inh: blocks the human KCNH2 3.1 channel isoform | U2OS KCNH2 3.1, thallium flux FluxOr; stronger effect = lower value | activity change, % (tested at about 1.8 µM) | 0.95% of 340,000 active;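 active means maximum activity change below -70%; inconclusive means maximum activity change from -70% to -50%; inactive means maximum activity change above -50%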;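 further: thallium influx rate constant from kinetic fluorescence after stimulation buffer; on the % scale 0 is the no-effect control and ±100 the full control effect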
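FluxOr-based Tl+ influx in U2OS cells transduced with KCNH2 3.1 virus; rate constants normalized to DMSO controls.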
KCNH2 WT inh: inhibitors of human wildtype KCNH2 potassium channel; U2OS, BacMam KCNH2, thallium flux FluxOr; stronger effect = lower value; activity change, % at 1.84 µM; Q12809; 0.37% of 340,000 active;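 active means maximum activity change below -70%; inconclusive means maximum activity change between -70% and -50%; inactive means maximum activity change above -50%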; further: on the % scale 0 is the no-effect control and ±100 the full control effect
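U2OS cells transduced with wild-type KCNH2 virus are loaded with FluxOr dye for 45 min, and thallium flux is measured in kinetic reads before and after stimulation buffer. Rate constants are normalized to DMSO controls.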
B2AR arrestin: beta2AR (human) beta-arrestin recruitment activity; beta-arrestin recruitment to beta2AR, cell-based reporter; Potency, µM (highest dose often 46.1 µM), for inactives: at the top dose activation, most hits filed as activators; 0.02% of 330,000 active;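 further: potency means the concentration at half of the fitted maximal effect; 0% = DMSO controls and full agonism = EC100 isoproterenol or metaproterenol; nearly all actives have a fitted effect of over 65% in size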
Coupling enz: inhibits coupling enzyme system, counter-screen for aldolase hits; coupling enzyme system counterscreen, AmpLite Red fluorescence; activity change, negative = inhibition, % at 58.2 µM, hits read low; 0.67% of 290,000 active; AID 2472; in the data active means activity change below about -30%; further: on the % scale 0 is the no-effect control and ±100 the full control effect
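Compounds tested against the coupling enzymes alone at 57.5 uM final; readout was AmpLite Red fluorescence (525/598 nm) after 20 min at RT.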
PKM2 act: activators of human pyruvate kinase M2. purified PKM2, Kinase-Glo ATP luminescence, activation; response scale: 0% is enzyme alone, no compound. 0.34% of 260,000 active. AID 1631. Potency, µM (titrated, usually from 57.5 µM), inactives show at the highest dose activation, most hits filed as activators; further: potency means the concentration at half of the fitted maximal effect; on the % scale 0 is the no-effect control and ±100 the full control effect; nearly all actives have a fitted effect of over 55% in size
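Purified hPK-M2 (>95% pure) converted ADP (0.1 mM final) to ATP with 0.5 mM PEP in 50 mM imidazole pH7.2, KCl, MgCl2, Tween 20, BSA; 1 h at room temperature. ATP detected by Kinase-Glo luminescence.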
Starred values were filed as active, the others as inactive; ? = inconclusive; · = no result given; [ ] = remark or other dose. Unless noted, the call rests on the fitted dose curve; in most records, active means well fitted curve in the direction sought with a large enough effect; inconclusive means small, poorly fitted or top-dose-only effect, or another doubt; inactive means no such curve, though single readings can be large; an effect the other way counts as inactive or inconclusive. This is a subset (hit frequency here may not be typical).

SMILES | TRPV1 ag | USP2a inh | GALK inhibitor | MLL CXXC-DNA inh | Menin-MLL TR inh | Giardia killer | KCNH2 3.1 inh | KCNH2 WT inh | B2AR arrestin | Coupling enz | PKM2 act
CCc1cccc(C)c1NC(=O)CN1CCN(S(=O)(=O)c2ccc(C(C)(C)C)cc2)CC1 | 9 | -1% | · | · | · | 26 | 4 | 7 | -0.1% | · | ·
CC1CC(C)CN(C(=O)c2nn(C)c3c2CS(=O)(=O)c2ccccc2-3)C1 (stereo not given) | -3 | 0% | 7% | -2% | -2% | 7 | 2 | 5 | 0.3% | 0 | -2%[0.46 µM]
C/C(=N\NC(=O)CNc1ccccc1Cl)C(C)(C)C | 16 | 2% | · | -2% | -17% | -1 | -1 | 4 | 0.1% | 0 | 9%
CSc1nc(-c2ccco2)nn1C(=O)c1ccc(C)cc1 | -1 | 2% | -1% | 143%[activator] | 1% | 4 | 0 | -8 | -0.2% | -2 | -8%
COc1cc(C)c(S(=O)(=O)Nc2ccccc2F)cc1C | 0 | 0% | -5% | -3% | 16% | 6 | 5 | -4 | -0.2% | -3 | 28%
CN1/C(=C\C(=O)COC(=O)c2ccccc2O)C(C)(C)c2ccccc21 | 3 | 4% | -4% | 18% | · | 9 | -3 | 6 | -0.1% | -4 | -1%
Cc1ccc(CC(=O)N2CC(C)OC(C)C2)cc1 (stereo not given) | 0 | 1% | · | 5% | 3% | 8 | 10 | 16 | 0.2% | 1 | -2%
O=C(Oc1ccc(C(=S)N2CCOCC2)cc1)c1cc([N+](=O)[O-])cc([N+](=O)[O-])c1 | 1 | 2% | -4% | -18% | 1% | 14 | 3 | 2 | 0.0% | 0 | ·
O=C(CSc1cccc[n+]1[O-])NCCCc1ccccc1 | -1 | 1% | 8% | 6% | 3% | -20 | 5 | -2 | 0.0% | 0 | 0%
O=c1[nH]cc(I)cc1I | -3 | 3% | 0% | 3% | 1% | 9 | 0 | -2 | -0.9% | -3 | ?
COc1cccc(NC(=O)Nc2nnc(Cc3ccc(OC)c(OC)c3)s2)c1 | 3 | 3% | 0% | 8% | 30% | 9 | 1 | -10 | -1.1% | 3 | ·
CCOC(=O)C1(Cc2ccc(Cl)cc2)CCN(C(=O)C2=NNC(=O)CC2)CC1 | 1 | 1% | -1% | -8% | 0% | 10 | 9 | 12 | 0.1% | 2 | 18%
N/C(Cc1ccc([N+](=O)[O-])cc1)=N\OC(=O)c1ccco1 | 0 | 8% | 1% | 56%[activator] | 14% | 10 | -8 | · | -0.1% | 2 | 2%
O=C1C2C3CCC(C3)C2C(=O)N1c1ccc(OS(=O)(=O)c2ccccc2)cc1 (stereo not given) | 2 | -1% | -2% | -16% | 19% | 3 | -2 | -1 | 0.1% | 2 | 3%
COCCNC(=O)COCc1cc(-c2ccc3c(c2)OCO3)on1 | -2 | 1% | 2% | 1% | 8% | -3 | 17 | -14 | -0.3% | 1 | ·
O=C(N=C1N=C2C=CC(Br)=CN2Cc2ccccc21)c1ccc([N+](=O)[O-])cc1[N+](=O)[O-] | 2 | 1% | 9% | 0% | · | -7 | 3 | 0 | 0.1% | 1 | -5%
COc1cccc(CNC(=O)CCC2CCCN(C(=O)c3cc(C)[nH]n3)C2)c1 (stereo not given) | 0 | 1% | 4% | 8% | -2% | 16 | -33 | -1 | 0.5% | -2 | ?
Cc1cc(C)nc(Nc2n[nH]c(-c3ccccc3C)n2)n1 | 2 | 3% | -2% | -13% | -29% | -1 | -1 | 1 | -0.1% | 1 | -1%
Cc1ccc(S(=O)(=O)N2CCN(C(=O)CSc3nc4ccccc4c(=O)[nH]3)CC2)c(C)c1 | 0 | · | 2% | 1% | 0% | -7 | 6 | -3 | · | 2 | 6%
O=C(CCNC(=O)C1CCN(S(=O)(=O)c2ccccc2)CC1)NCc1cccc(Cl)c1 | 1 | 3% | -1% | 8% | · | -2 | -6 | -7 | 0.5% | · | ·
CCOc1ccccc1OCC(=O)Nc1nc2ccccc2[nH]1 | 11 | 4% | 0% | -20% | -1% | 4 | 5 | 8 | 0.1% | -5 | 2%
Cn1c2ccccc2c2nnc(NN)nc21 | -1 | 0% | 0% | -14% | · | -22 | -5 | -1 | -0.2% | -1 | -7%
CCN1CCN(c2nc3ccccc3nc2NS(=O)(=O)c2ccc(NC(C)=O)cc2)CC1 | 2 | 0% | 4% | 1% | · | 3 | -6 | 8 | 0.2% | · | ·
CCCc1nnc(SCC(=O)Nc2ccccc2F)o1 | -1 | 0% | -1% | 4% | -25% | -5 | -2 | 1 | -0.2% | -2 | ·
CCn1c(=O)c2cc(C(=O)NCCC(C)C)sc2c2ccccc21 | 26 | 0% | 1% | -2% | 21% | 1 | -2 | 0 | -0.3% | -2 | ·
CCC(=O)Nc1cc(-c2nnc(OC)c3ccccc23)ccc1N1CCOCC1 | 4 | -1% | -1% | -1% | -10% | 17 | 0 | 2 | -0.5% | 1 | 0%
CC(C)(C)NC(=O)CSc1nnc(Cc2ccc3c(c2)OCO3)n1C1CCCCC1 | 1 | 0% | -3% | -1% | -15% | 6 | 1 | -21 | -0.3% | · | 1%
COCCn1c(=S)[nH]c2cc(C(=O)NCCc3ccccc3)ccc2c1=O | 24 | 1% | -6% | -5% | · | 35[activator] | 6 | -3 | 0.1% | · | ·
O=C(COC(=O)CNC(=O)C1CCCCC1)Nc1ccc(Cl)cc1F | 4 | -2% | 9% | 12% | 6% | 11 | -9 | 10 | 0.0% | 6 | 1%
Cc1c(C(=O)OCc2nc3ccsc3c(=O)[nH]2)oc2ccccc12 | 1 | 2% | · | · | · | 13 | -8 | -4 | -0.1% | · | ·
CCC(C)(C)NC(=O)C(c1ccc(O)cc1)N(CCOC)C(=O)CCC(=O)Nc1nccs1 (stereo not given) | -1 | -2% | -3% | 0% | · | 11 | -8 | 24 | -0.4% | 0 | 0%
CCCCSc1nc(SCC(=O)NCc2ccco2)c2c3c(sc2n1)COC(C)(CC)C3 (stereo not given) | 5 | 1% | 0% | -13% | 1% | -3 | -11 | -2 | -0.6% | 1 | 4%
CCN(CC)S(=O)(=O)c1ccc(N2CCCC2)c(NC(=O)c2c(-c3ccccc3)noc2C)c1 | 13 | 2% | 3% | 7% | · | 21 | 6 | -8 | -0.3% | 0 | ·
COc1ccccc1C(=O)NC1CCCCCCC1 | 17 | -2% | 0% | 5% | -1% | -1 | -2 | 2 | 2.2% | -1 | 0%
CN(C)C(=O)C1CC(=O)OC12CCCCC2 (stereo not given) | -3 | 3% | 4% | -1% | · | -8 | -2 | 20 | -0.4% | 4 | -4%
Cc1nc(NC(=O)COC(=O)C2=NNC(=O)CC2)c(Cl)cc1Cl | 0 | 0% | 10% | -2% | 2% | 1 | -4 | 4 | 0.0% | 2 | -2%
Cc1ccc(Cn2nc(C)c(NC(=O)CCCn3nc(C)c([N+](=O)[O-])c3C)c2C)cc1 | 4 | 2% | 0% | 0% | -3% | 24 | -15 | -9 | -0.9% | 10 | 0%
CC(C)(C)NC(=O)C(=O)N/N=C/c1ccc(Br)cc1 | ? | 1% | 3% | -5% | ? | 1 | -9 | -6 | 0.2% | -4 | 0%

Laid out differently: entries from further up
CCn1c(=O)c2cc(C(=O)NCCC(C)C)sc2c2ccccc21
  TRPV1 ag: 26; USP2a inh: 0%; GALK inhibitor: 1%; MLL CXXC-DNA inh: -2%; Menin-MLL TR inh: 21%; Giardia killer: 1; KCNH2 3.1 inh: -2; KCNH2 WT inh: 0; B2AR arrestin: -0.3%; Coupling enz: -2; PKM2 act: ·

CCC(=O)Nc1cc(-c2nnc(OC)c3ccccc23)ccc1N1CCOCC1
  TRPV1 ag: 4; USP2a inh: -1%; GALK inhibitor: -1%; MLL CXXC-DNA inh: -1%; Menin-MLL TR inh: -10%; Giardia killer: 17; KCNH2 3.1 inh: 0; KCNH2 WT inh: 2; B2AR arrestin: -0.5%; Coupling enz: 1; PKM2 act: 0%

CC(C)(C)NC(=O)CSc1nnc(Cc2ccc3c(c2)OCO3)n1C1CCCCC1
  TRPV1 ag: 1; USP2a inh: 0%; GALK inhibitor: -3%; MLL CXXC-DNA inh: -1%; Menin-MLL TR inh: -15%; Giardia killer: 6; KCNH2 3.1 inh: 1; KCNH2 WT inh: -21; B2AR arrestin: -0.3%; Coupling enz: ·; PKM2 act: 1%

COCCn1c(=S)[nH]c2cc(C(=O)NCCc3ccccc3)ccc2c1=O
  TRPV1 ag: 24; USP2a inh: 1%; GALK inhibitor: -6%; MLL CXXC-DNA inh: -5%; Menin-MLL TR inh: ·; Giardia killer: 35[activator]; KCNH2 3.1 inh: 6; KCNH2 WT inh: -3; B2AR arrestin: 0.1%; Coupling enz: ·; PKM2 act: ·
